Autophagy HCS – modulators of autophagy; 190,000 compounds, 0.98% hits; calls only at 10 µM (by protocol); MEF GFP-LC3 puncta imaging; test concentration mostly 10 µM; AID 463193;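 active means percentage of spot-positive cells more than 3 SD above its plate mean, without a fluorescence outlier flag or 80% toxicity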;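 further: spot-positive cell cutoff set from DMSO-treated cells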
Dynein transport – blocks dynein driven cargo transport along microtubules; 3617.4 mouse cells, GR-EGFP nuclear translocation imaging; test concentration mostly 20 µM; stimulated with dexamethasone, 1 µM; stronger effect = lower value; 220,000 compounds, 0.47% hits; z-score, hits read low;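 active means plate z-score of nuclear minus cytoplasmic receptor signal below a set negative limit, without overly bright fluorescence or cell loss, cut at about -3.5 in these data, passing the limit was not always enough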;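 further: z-score of nuclear minus cytoplasmic ring GR-EGFP intensity difference per well; some compounds called inactive have numbers as strong as hits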
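Buffer or medium: tetracycline-free induction medium containing charcoal-stripped FBS / Reagent: dexamethasone agonist, 1.0 µM final, for 30 min / Technique: automated 10x imaging of fixed Hoechst-stained cells / Times: induction 48 h, compound 1 h, agonist 30 min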
Yfh1-off respiration – enhancers of respiration in Yfh1-depleted yeast, dose response, Friedreich's ataxia, plus single-dose screen (AID 1465). one-dose fold induction at 50 µM; EC50 in µM for titrated hits. S. cerevisiae Yfh1-off respiration, WST-1 reduction, 72 h; higher fold induction means a stronger effect. 220,000 compounds, 0.074% hits;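 active means fold induction of absorbance versus untreated yeast above a set limit, then at least 30% activation at any dose in follow-up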;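 further: activators that raise dye reduction in frataxin-depleted yeast; strong numbers were not always called active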
M1AAP inhibition – malaria alanyl aminopeptidase activity blockers – biochemical, fluorogenic H-Leu-NHMec substrate, 1536-well (AID 1445); 220,000 compounds, 0.42% hits; recombinant M1AAP, H-Leu-NHMec fluorogenic kinetic assay; higher % means a stronger effect; inhibition, % at 30 µM, or IC50 in µM where a hit was titrated;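 active means primary inhibition above the hit cutoff, then over 50% inhibition at one or more dose response concentrations, cut at about 23% in these data, passing the limit was not always enough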;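 further: plate controls were DMSO full reaction for no effect and no enzyme background for full effect; strong numbers were not always called active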
Insulin prom up – MIN6 insulin promoter up-regulation. MIN6 insulin promoter-GFP reporter, high-content imaging; stronger effect = higher value. AID 1625. 190,000 compounds, 0.3% hits. z-score at 5 µM;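 active means z-score above 3 at 5 µM with at least 500 cells counted in the well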
MT stabilizer – microtubule stabilizers in HeLa cells; HeLa tubulin immunostaining HCS, 24 h; share of cells brighter than vehicle mean+2SD; 200,000 compounds, 0.83% hits; % tubulin-high responders, % at 10 µM;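 active means plate Z-score above 3 for both tubulin-high and condensed-nucleus cell shares, with cell loss under 80%, at 10 µM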;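 further: anti alpha tubulin signal scored within the nucleus-defined area of each cell; some results filed as inactive read as strong as hits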
P. falciparum M17LAP – P. falciparum M17LAP inhibitors, primary screen, biochemical, fluorogenic H-Leu-NHMec substrate, 1536-well (AID 1619); recombinant M17LAP, H-Leu-NHMec fluorogenic kinetic assay; higher % means a stronger effect; inhibition, % at 30 µM; hits with a dose series show IC50 in µM; 220,000 compounds, 0.38% hits;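 active means compound inhibiting the enzyme by more than half at any dose during confirmatory dose-response retesting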;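 further: plate controls were full reaction with DMSO carrier for no effect and no enzyme background for full effect; strong numbers were not always called active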
CSM14.1 death rescue – protection against thapsigargin-triggered cell killing – 384-well, CSM14.1, ATP luminescence, primary screen (AID 1222) | CSM14.1 thapsigargin-induced death rescue, ATP luminescence; higher % means a stronger effect | cellular ATP content (survival), % at 20 µM, or EC50 in µM where a hit was titrated | 190,000 tested, under 10 active;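 active means EC50 below 50 µM in the dose-response confirmation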;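 further: death triggered by thapsigargin at about 15 µM added after 2 h compound pretreatment; cell ATP read after overnight thapsigargin exposure of roughly 18 to 22 hours; normalized against plate controls of thapsigargin alone and 5% DMSO vehicle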
Hep lipid drop – modulators of hepatic lipid droplet formation. AID 1656. inhibition, % at 6.5 µM. AML12 mouse hepatocytes, oleate lipid droplets, BODIPY imaging. 240,000 compounds, 0.4% hits;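 active means lipid droplet intensity inhibited by at least 50%, with more than 500 cells counted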
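Material: mouse AML12 hepatocyte cell line, fixed after treatment; Timing: compound with oleate, overnight; Technique: high-content imaging of BODIPY-stained droplets and DAPI nuclei; Probe or stimulus: oleate, 100 µM final; Dosing: compound at 6.5 µM only.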
Dynein transport cytoplasmic EGFP – further read-out of Dynein transport, marked with its call; z-score; measured here: cytoplasmic GR-EGFP intensity; stronger effect = higher value
Dynein transport nuclear GR-EGFP – further read-out of Dynein transport, marked with its call; z-score; measured here: nuclear GR-EGFP intensity;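 lower value marks the stronger effect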
Dynein transport cell count – further read-out of Dynein transport, marked with its call; z-score; measured here: cell count per field
Insulin prom up cell count – further read-out of Insulin prom up, marked with its call; cell count; measured here: cytotoxicity, nuclei count;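 total cells summed across four imaged fields per well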
Hep lipid drop cells 6.5 µM – second read-out of Hep lipid drop, no call of its own (marks repeat the call); cell count; measured here: cell count, cytotoxicity flag;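 cells counted across two imaged fields per well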
MT stabilizer Hoechst-high % – also measured in MT stabilizer; calls as there; % Hoechst-high responders; measured here: nuclear condensation Hoechst responders;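 share of cells brighter than vehicle mean plus two SD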
MT stabilizer cytotoxicity % – recorded beside MT stabilizer, whose call it bears; toxicity, %; measured here: cytotoxicity by cell density;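 0% = mean cell density of plate MIN control wells and 100% = no cells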
Autophagy HCS cell loss 18 h – recorded beside Autophagy HCS, whose call it bears; toxicity, %; measured here: cell loss, nuclei count;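 cell loss after 18 h compound exposure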
An asterisk follows results filed as active; i = inactive; / = no result given.

SMILES | Autophagy HCS | Autophagy HCS cell loss 18 h | Dynein transport | Dynein transport cytoplasmic EGFP | Dynein transport nuclear GR-EGFP | Dynein transport cell count | Yfh1-off respiration | M1AAP inhibition | Insulin prom up | Insulin prom up cell count | MT stabilizer | MT stabilizer Hoechst-high % | MT stabilizer cytotoxicity % | P. falciparum M17LAP | CSM14.1 death rescue | Hep lipid drop | Hep lipid drop cells 6.5 µM
CCOc1ccc(N2C(=O)C3CCCN3C2=O)cc1 (centres undefined) | i | 2.9 | -0.186 | -0.129 | 0.123 | 0.766 | i | 4.4% | -0.84 | 1390 | 5.5 | 2.5 | 0.4 | -1.4% | -3.5% | 4.0 | 803
O=C(COC(=O)c1ccc(Br)o1)Nc1ccc(S(=O)(=O)N2CCCC2)cc1 | i | -1.4 | -0.549 | -0.188 | -0.191 | -0.595 | i | 6.5% | -0.09 | 1670 | 2.5 | 1.9 | 7.7 | -9.9% | -3.4% | 0.5 | 731
CCCOc1ccccc1Nc1nnc(C)c(=O)[nH]1 | i | -1.4 | -0.87 | -0.24 | -0.397 | 0.617 | i | -0.4% | -0.75 | 1311 | 3.5 | 1.9 | 4.1 | -0.5% | -1.5% | 1.2 | 720
CCNC(=S)NS(=O)(=O)c1ccc(C)cc1 | i | 3.3 | 0.0712 | 0.718 | 0.342 | 0.426 | i | 6.3% | -0.3 | 1480 | 1.8 | 2.0 | 10.6 | 16.0% | 3.0% | -9.7 | 514
COc1ccc(CCNC(=O)C(CC(C)C)NC(N)=O)cc1 (centres undefined) | i | 18.7 | -0.565 | -0.197 | -0.192 | 0.581 | i | 0.8% | 0.32 | 1473 | 3.1 | 2.5 | 4.2 | 13.0% | 1.0% | 9.5 | 683
CCN(c1ccccc1)S(=O)(=O)c1ccc(OCC(=O)Nc2cc(C)on2)cc1 | i | -0.5 | 0.571 | -0.0395 | 0.606 | -0.854 | i | -3.7% | 0.97 | 2109 | 2.8 | 2.4 | 6.0 | -7.1% | -2.2% | 15.1 | 635
OCCC1CN(Cc2ccc(Oc3ncccn3)cc2)CCN1C1CCCCC1 (centres undefined) | / | / | 0.525 | -0.211 | 0.135 | 0.0482 | i | -1.6% | 0.02 | 1096 | / | / | / | -2.4% | / | 14.5 | 741
COc1cccc(N(CC(=O)Nc2cccc(N(C)S(C)(=O)=O)c2)S(C)(=O)=O)c1 | i | 2.0 | 0.045 | -0.218 | -0.173 | 0.0253 | i | 10.3% | -0.04 | 1303 | 3.0 | 1.6 | 2.8 | 3.2% | 0.5% | 20.9 | 636
CNc1ccc(/C=C/C(=O)c2cccc3ccccc23)cc1[N+](=O)[O-] | i | 17.2 | 0.127 | -0.238 | -0.214 | -0.146 | i | 6.3% | -1.35 | 1386 | 7.4 | 4.4 | 20.6 | 23.4% | 9.1% | -2.3 | 687
COCCNC(=O)c1cc2nc(-c3ccc(F)cc3)cc(C(F)(F)F)n2n1 | i | -11.9 | 0.115 | -0.138 | 0.138 | -0.91 | i | 13.4% | -0.37 | 994 | 1.1 | 1.9 | 6.6 | -7.1% | -0.2% | -3.7 | 666
Cc1ccc(S(=O)(=O)N2CCC(C(=O)N[C@H](C(=O)N3CCN(C)CC3)C(C)C)CC2)cc1 | i | 1.9 | 0.278 | -0.22 | 0.3 | -0.106 | i | -0.8% | 0.4 | 1102 | 1.8 | 2.2 | 7.1 | 0.9% | -1.2% | / | /
CCC(=O)Nc1ccc2oc(-c3ccccc3Br)nc2c1 | i | 7.1 | 1.48 | 0.234 | 1.38 | -1.7 | i | 2.4% | -1.45 | 1077 | 6.2 | 2.2 | 0.2 | 1.7% | -2.4% | / | /
CCOC(=O)N1CCN(S(=O)(=O)c2c(C)nn(C)c2C)CC1 | i | -9.9 | -0.000215 | -0.16 | 0.288 | -0.629 | i | 2.8% | -0.77 | 1401 | 5.6 | 3.6 | 4.9 | -1.8% | -1.2% | / | /
O=C(CN1C(=O)CSc2ccc(S(=O)(=O)N3CCOCC3)cc21)NCCCN1CCc2ccccc2C1 | i | 11.0 | -0.504 | -0.309 | 0.405 | 0.733 | i | -2.2% | -0.21 | 1256 | 6.6 | 1.8 | 7.6 | -8.4% | -0.1% | 0.7 | 684
Clc1ccc(CSc2ncccn2)cc1 | i | 3.8 | 0.215 | -0.234 | 0.439 | 0.496 | i | 11.0% | 0.22 | 1257 | 2.5 | 1.0 | 6.1 | 5.1% | -2.8% | 0.7 | 752
O=C(Nc1nc(-c2ccncc2)cs1)C1c2ccccc2Oc2ccccc21 | i | 5.7 | -0.388 | -0.234 | -0.0466 | 0.899 | i | 2.5% | -0.38 | 1343 | 4.6 | 1.7 | 5.1 | 4.0% | -1.9% | 0.0 | 751
O=C(CNC(=O)C1CCCCC1)OCc1cc(=O)oc2ccc3ccccc3c12 | i | 6.9 | -0.0948 | -0.244 | -0.152 | 0.206 | i | 5.3% | / | / | 2.2 | 1.8 | 5.0 | -13.8% | -1.4% | 12.9 | 646
CC(C)N(CC#CC(O)(c1ccccc1)c1ccccc1)C(C)C | / | / | 0.232 | -0.269 | 0.023 | 0.551 | i | 5.6% | -0.43 | 1475 | / | / | / | 21.3% | / | -3.3 | 702
CCCCOC(=O)c1ccc(Nc2ccc([N+](=O)[O-])cn2)cc1 | i | 15.6 | -0.233 | 0.0814 | -0.057 | 0.242 | i | 6.6% | 0.22 | 1186 | 1.6 | 1.7 | 6.3 | 2.5% | -1.9% | -8.1 | 643
O=c1cnnc(N/N=C/c2ccccn2)[nH]1 | / | / | -0.559 | -0.155 | -0.194 | 0.981 | i | -11.8% | -2.83 | 606 | / | / | / | -9.0% | / | 1.0 | 577
O=C(O)CSc1nc(-c2ccccc2)cc(=O)[nH]1 | i | -11.6 | 0.93 | -0.282 | 0.652 | 0.388 | i | 0.0% | / | / | 1.3 | 1.4 | 6.5 | 27.4% | 1.3% | -2.3 | 795
Nc1cc(OC(=O)c2cccs2)nn1S(=O)(=O)c1ccccc1 | i | -2.2 | -0.935 | 0.0538 | -0.277 | 0.902 | i | 4.7% | 0.1 | 1845 | 5.9 | 3.5 | 3.6 | -5.5% | -1.1% | 3.2 | 645
CC(=O)c1c(C(C)=O)c(C)n(-c2cccc3cccnc23)c1C | i | 3.6 | 2.48 | -0.251 | 0.826 | -0.624 | i | -3.5% | -0.29 | 1561 | 0.5 | 1.2 | 1.2 | 3.1% | 2.0% | -0.5 | 713
O=C(N/C(=C\c1cccc([N+](=O)[O-])c1)C(=O)N(CCO)CCO)c1ccco1 | i | -15.5 | -0.118 | -0.209 | 0.18 | -0.543 | i | 6.1% | -1.02 | 1450 | 3.8 | 1.1 | 7.4 | 13.1% | 0.3% | 4.0 | 658
O=C(NCCNc1ccc([N+](=O)[O-])cc1C(F)(F)F)c1ccc(F)cc1 | i | 10.6 | -0.461 | -0.186 | -0.32 | 0.341 | i | 6.8% | 0 | 1278 | 1.3 | 1.9 | 15.1 | 5.1% | 8.0% | -2.1 | 617

An excerpt from above in order of their number in Dynein transport nuclear GR-EGFP, ascending.
Structure,Dynein transport nuclear GR-EGFP
CCCCOC(=O)c1ccc(Nc2ccc([N+](=O)[O-])cn2)cc1,-0.057
CC(C)N(CC#CC(O)(c1ccccc1)c1ccccc1)C(C)C,0.023
CCNC(=S)NS(=O)(=O)c1ccc(C)cc1,0.342

(more compounds)
SMILES | Autophagy HCS | Autophagy HCS cell loss 18 h | Dynein transport | Dynein transport cytoplasmic EGFP | Dynein transport nuclear GR-EGFP | Dynein transport cell count | Yfh1-off respiration | M1AAP inhibition | Insulin prom up | Insulin prom up cell count | MT stabilizer | MT stabilizer Hoechst-high % | MT stabilizer cytotoxicity % | P. falciparum M17LAP | CSM14.1 death rescue | Hep lipid drop | Hep lipid drop cells 6.5 µM
O=C(CSc1ccccc1F)NC1CCS(=O)(=O)C1 (centres undefined) | i | 0.3 | -0.432 | -0.305 | 0.2 | 0.683 | i | 4.5% | 0.03 | 1179 | 2.5 | 2.7 | 11.2 | 1.9% | -0.5% | 2.2 | 710
Cc1cc(-c2cc(C(=O)O)c3ccccc3n2)c(C)s1 | i | -15.5 | 0.693 | -0.122 | 0.358 | -1.34 | i | 13.6% | 0.68 | 1463 | 2.5 | 2.9 | 7.2 | 23.6% | -0.3% | -5.1 | 743
CCN1C(=O)c2ccccc2S(=O)(=O)c2ccc(C(=O)N3CCOCC3)cc21 | i | 7.9 | 1.62 | 0.0704 | 1.26 | -1.1 | i | 0.5% | -0.53 | 924 | 4.5 | 2.8 | 3.6 | -3.8% | 0.8% | / | /
O=C(/C=C/NNC(=O)c1ccccc1)c1ccc(Br)cc1 | i | 23.7 | -3.04 | 0.0741 | -1.73 | 0.875 | i | -1.4% | / | / | 2.7 | 2.1 | 0.7 | 19.6% | -0.3% | 13.9 | 774
CCCCCC1CCC(C(=O)O)CC1 (centres undefined) | i | 46.0 | 0.18 | -0.189 | 0.265 | 0.0873 | i | -2.2% | 0.4 | 1624 | 8.3 | 3.4 | 11.3 | 43.0% | -2.5% | / | /
O=C(OCn1nnc2ccccc2c1=O)c1ccc(O)cc1 | i | -9.6 | 0.272 | -0.318 | -0.385 | 0.516 | i | 2.4% | 0.25 | 1259 | 2.5 | 0.8 | 7.8 | 13.4% | 0.1% | 10.9 | 687
Cc1ccc(C=C2C(=O)c3ccccc3C2=O)s1 | i | 7.3 | 0.106 | -0.196 | 0.0911 | 2.04 | i | 4.7% | / | / | 2.6 | 2.5 | 8.2 | -3.1% | -4.9% | -1.0 | 784

Bioassay records deposited in PubChem BioAssay by several laboratories.
